# Screening data (PubChem)
# TNAP activation fold – human TNAP enzyme activators, primary screen, biochemical, luminescent, no phosphate acceptor, uHTS (AID 1001); purified TNAP, luminescent activation assay, no phosphate acceptor; higher activation fold means a stronger effect; activation fold at 20 µM; hits with a dose series show EC50 in µM; 200,000 compounds, 0.03% hits; in the data active = activation fold from about 3, or a potency from the dose series; inactive = the rest, 99 in 100 with activation fold below about 1.6; note: many of its hits are not listed in these tables
# KOR beta-arrestin-1 – kappa opioid receptor blockers – cell-based, luminescence, uHTS (AID 1778) | 290,000 compounds, 0.091% hits | KOR beta-arrestin recruitment, luminescence, antagonist mode; higher % means a stronger effect | inhibition, % at 10 µM, or IC50 in µM where a hit was titrated; note: strong numbers were not always called active
# PMI inhibitors – inhibitors of human PMI, primary screen, biochemical, fluorescence intensity, coupled assay (AID 1209); purified PMI enzyme, coupled fluorescence intensity; higher % means a stronger effect; inhibition, % at 20 µM, or IC50 in µM where a hit was titrated; 190,000 compounds, 0.42% hits;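 note: plate controls were DMSO vehicle for no effect and wells lacking substrate for full effect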
# NOD1 NF-kB reporter – NOD1 signaling inhibitors, primary screen, cell-based, luminescence, uHTS (AID 1578); one-dose inhibition, % at 4 µM; EC50 in µM for titrated hits; 290,000 compounds, 1% hits; NOD1-driven NF-kB luciferase reporter cells, luminescence; higher % means a stronger effect; in the data active = inhibition mostly above about 36%, no sharp cut-off; inactive = mostly below about 34%;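 note: HEK-293T reporter cells stimulated with the NOD1 agonist gamma-tri-DAP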
# LYP phosphatase – inhibitors of LYP phosphatase, biochemical, fluorescence intensity, uHTS (AID 1779). 290,000 compounds, 0.054% hits. recombinant LYP phosphatase, fluorescence intensity; higher % means a stronger effect. inhibition, % at 11.5 µM; hits with a dose series show IC50 in µM;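 note: plate controls were vehicle with enzyme for no effect and no enzyme for full effect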
# HEK293 NOD2/NF-kB – NOD2 signaling inhibitors, cell-based, luminescence, uHTS, HEK293 (AID 1566); 290,000 compounds, 0.63% hits; one-dose inhibition, % at 4 µM; EC50 in µM for titrated hits; HEK293 NOD2/NF-kB luciferase reporter, luminescence; higher % means a stronger effect; note: many of its hits are not listed in these tables
# KOR beta-arrestin-2 – kappa opioid receptor activators – cell-based, luminescence, uHTS, primary screen (AID 1777) | KOR beta-arrestin recruitment, luminescence; higher % means a stronger effect | one-dose activation, % at 10 µM; EC50 in µM for titrated hits | 280,000 compounds, 0.02% hits; in the data active = activation above about 50%, passing the limit was not always enough; note: a part of the inactive calls stands beside numbers as strong as those of hits
# PMI inhibition – MPI inhibition at elevated mannose 6-phosphate – biochemical, fluorescence intensity, high mannose 6-phosphate, primary screen (AID 1220). recombinant PMI enzyme, coupled fluorescence intensity; higher % means a stronger effect. inhibition, % at 20 µM, or IC50 in µM where a hit was titrated. 190,000 compounds, 0.66% hits
# XIAP antagonists – XIAP antagonists, biochemical, IAP family, fluorescence polarization (AID 1018); 200,000 compounds, 0.007% hits; displacement, % at 20 µM; hits with a dose series show IC50 in µM; XIAP BIR domain, fluorescence polarization peptide displacement; higher % means a stronger effect; in the data active = displacement above about 50%; note: a part of the inactive calls stands beside numbers as strong as those of hits
# Starred values were filed as active, the others as inactive; · = not tested or not shown. Cut-off read from the data, not from the text of the source, unless noted: active = inhibition above about 50%; inactive = the rest. A portion of the library; the hit share may differ from the screen's.
no. | structure | TNAP activation fold | PMI inhibition | KOR beta-arrestin-2 | PMI inhibitors | LYP phosphatase | KOR beta-arrestin-1 | NOD1 NF-kB reporter | XIAP antagonists | HEK293 NOD2/NF-kB
1 | CCN1C(=O)c2ccccc2S(=O)(=O)c2ccc(C(=O)N3CCOCC3)cc21 | 1.1 | 8.7% | 1.7% | 6.8% | -5.3% | 16.4% | -137.6% | -2.8% | -2.9%
2 | CCn1c(SCC(=O)Nc2nncs2)nnc1-c1ccco1 | · | · | -2.8% | · | -11.2% | -0.8% | -2.1% | · | 17.2%
3 | Cc1ccc(S(=O)(=O)N2CCOCC2)cc1NC(=O)CSc1nnc(N)s1 | 1 | -14.5% | -1.2% | -8.5% | -1.4% | -8.0% | -27.4% | -2.5% | -7.4%
4 | O=C(NCC12CC3CC(CC(C3)C1)C2)c1nn2c(c1Cl)NC(c1ccco1)CC2C(F)(F)F (stereo not given) | 0.8 | -12.4% | 2.9% | -11.3% | 12.3% | -34.4% | 24.2% | -6.5% | -11.9%
5 | O=C(/C=C/c1ccc([N+](=O)[O-])cc1)Oc1ccc(/C=N/NC(=O)c2ccncc2)cc1 | · | · | -1.7% | · | -12.5% | -27.5% | -1.7% | · | 15.0%
6 | Cc1cc(C(=O)O)c2ccccc2n1 | 1.1 | 1.5% | 10.6% | 8.2% | 0.1% | -17.4% | -21.5% | -8.4% | 8.6%
7 | Cc1ccc(S(=O)(=O)NCc2ccc(C(=O)N3CCc4ccccc4C3)cc2)cc1 | 1.1 | 2.4% | 7.0% | 10.7% | -7.9% | 2.4% | 13.1% | -11.9% | 3.3%
8 | Cn1cccc1CC(=O)N/N=C/c1ccc(C(C)(C)C)cc1 | · | · | 3.4% | · | 2.2% | -11.6% | 0.0% | · | -19.0%
9 | Cc1ccccc1OCC(=O)Nc1cc(S(=O)(=O)N2CCCCC2)ccc1N1CCN(C)CC1 | 1.1 | -4.1% | -3.6% | 0.9% | -2.8% | -4.2% | -20.3% | -10.7% | 13.0%
10 | COc1cc(C)ccc1OCCOCCOc1cc(C)c(C)cc1Br | 1 | 5.7% | 2.5% | 14.7% | -7.0% | 9.0% | 34.6% | -6.8% | 23.6%
11 | COc1ccc(NC(=O)NNC(=O)C(C)Oc2ccc3ccccc3c2)cc1OC (stereo not given) | · | · | -4.1% | · | -7.1% | -9.2% | -10.4% | · | 14.7%
12 | CC(C(=O)NCCC1=CCCCC1)N1C(=O)c2ccccc2C1=O (stereo not given) | 1 | -2.5% | 4.3% | -12.8% | -4.0% | -51.6% | 11.2% | -6.6% | -5.2%
13 | CCOC(=O)C1(Cc2cccc(F)c2)CCN(CCCn2cccn2)CC1 | · | · | -3.0% | · | -2.3% | 15.3% | -3.4% | · | 14.9%
14 | CC(C)CCNC(=O)CN(Cc1ccc(F)cc1)C(=O)CCC(=O)Nc1ccccn1 | · | · | -1.1% | · | -9.0% | -29.9% | -13.8% | · | 0.0%
15 | CCOc1ccccc1N(C)C(=O)CCS(=O)(=O)c1ccc2c(c1)NC(=O)C(C)S2 (stereo not given) | · | · | -2.9% | · | -6.5% | -7.6% | -8.2% | · | -1.0%
16 | COc1cc(C)c(CN2CCC(n3nccc3NC(=O)C3CCOC3)CC2)cc1C (stereo not given) | · | · | 0.6% | · | -16.9% | -1.7% | -28.6% | · | 19.2%
17 | O=C(NCc1cccnc1)c1cccc(Cl)c1 | 1.1 | 5.4% | -6.1% | 12.5% | -3.1% | -8.7% | -2.9% | -3.4% | 9.7%
18 | O=C1NN(c2ccccc2)C(=O)/C1=C/c1ccc(-c2ccc(Cl)c(C(=O)O)c2)o1 | 0.8 | -10.5% | 2.0% | -27.8% | 1.7% | -2.9% | -24.3% | -6.2% | 0.1%
19 | O=C(CS(=O)CC(=O)Nc1cccc2c1CCCC2)Nc1ccc(F)cc1 (stereo not given) | 1.1 | 14.0% | -1.0% | 15.0% | 1.2% | 14.1% | -28.1% | -7.0% | 2.2%
20 | CCOc1nc(-c2ccccc2)ccc1-c1noc(COC)n1 | 1.1 | 3.6% | 1.4% | -4.3% | -0.1% | -28.7% | -19.5% | -3.7% | 24.8%
21 | Cc1nn(C)c(C)c1S(=O)(=O)N1CCC(C(=O)NC2CCCc3ccccc32)CC1 (stereo not given) | 1.2 | 6.2% | -4.2% | -2.9% | -7.3% | 12.3% | 3.1% | -1.4% | 3.8%
22 | CCCCC(NS(=O)(=O)c1ccc(C)cc1)C(=O)Oc1ccc2c3c(c(=O)oc2c1)CCC3 (stereo not given) | 1.1 | 13.1% | 9.9% | 17.7% | 1.3% | 12.3% | -10.3% | -7.9% | 0.7%
23 | CCOCCCNC(=O)C(c1ccc(Cl)cc1)N(Cc1cccs1)C(=O)c1ccccn1 (stereo not given) | 1.1 | 12.2% | 5.2% | 10.1% | -4.0% | -20.7% | -2.8% | -10.0% | 13.1%
24 | C=CCc1ccccc1OCC(CN1CCCCC1)OC(C)=O (stereo not given) | 1.1 | -3.1% | -5.7% | 4.4% | -9.4% | 26.2% | -12.4% | -3.2% | 4.5%
25 | O=S(=O)(Nc1cccc2ccccc12)c1cccc2nonc12 | · | · | -1.7% | · | -8.1% | -14.4% | 11.7% | · | 1.5%
26 | Cc1ccc(CCN2CC(C(=O)NCCCN3CCCCCC3)CC2=O)cc1 (stereo not given) | 1.1 | 4.9% | 4.2% | 5.0% | -11.9% | -18.1% | -5.3% | -2.1% | 9.2%
27 | COc1cccc2cc(C(=O)CS(=O)(=O)c3ccc(Cl)cc3)c(=O)oc12 | · | · | -1.8% | · | 1.1% | 2.7% | -6.4% | · | 8.5%
28 | C/C(=N\NC(=O)Cc1cccn1C)c1ccc2ccccc2c1 | 1.1 | -1.7% | 3.9% | 0.9% | 1.6% | -89.7% | -34.6% | -3.7% | -9.0%
29 | O=C(Nc1ccc(O)cc1)/C(=C\c1cccs1)NC(=O)c1ccccc1 | 1.1 | 13.6% | -1.4% | 8.7% | 1.2% | · | -17.8% | -2.1% | 16.4%
30 | O=C(CSc1nnc(COc2ccccc2)n1-c1ccccc1)c1ccccc1 | 1.1 | 0.9% | 0.0% | 4.2% | -7.5% | 31.5% | 2.3% | -2.2% | 15.8%
31 | COc1ccc(N2CCN(C(=O)CNC(=O)c3cn(-c4ccccc4OC)c(=O)c4ccccc34)CC2)cc1 | 1 | 28.9% | 7.4% | -8.1% | 1.5% | 3.2% | -40.6% | -6.7% | -6.8%
32 | Cc1ccc(S(=O)(=O)NC(C)C(=O)NC2CCCCCC2)cc1 (stereo not given) | 1 | 1.0% | 8.9% | -0.3% | -5.1% | -15.5% | -21.0% | -4.2% | 0.1%
33 | Cc1cccc(C(=O)NCCNC(=O)c2cccc(C)c2)c1 | 1.2 | 8.5% | -2.2% | 11.4% | 1.1% | -8.8% | -23.4% | -4.1% | 19.8%
34 | Cc1onc(-c2c(F)cccc2Cl)c1C(=O)OCC(=O)Nc1c(C)n(C)n(-c2ccccc2)c1=O | 1 | -18.7% | -8.2% | -12.1% | -4.6% | -43.7% | 10.5% | -6.5% | 4.0%
35 | Cc1ccnc(NS(=O)(=O)c2ccc(NC(=O)C34CC5CC(CC(C5)C3)C4)cc2)n1 | 1 | -7.0% | -0.3% | -5.2% | -1.5% | -11.2% | 12.5% | -5.9% | 2.9%
36 | C=CCn1c(=O)n(CCOC)c(=O)c2sc3ccccc3c21 | 1.1 | 13.6% | -5.5% | 11.6% | -1.6% | 0.1% | -14.0% | -1.5% | 13.9%
37 | O=C(O)C1CCN(c2nc(-c3ccccc3)nc3c2oc2ccccc23)CC1 | 1.1 | -4.4% | 0.6% | 3.2% | -3.7% | · | 14.6% | -2.7% | 21.3%
38 | CNc1ccc(/C=C/C(=O)c2cccc3ccccc23)cc1[N+](=O)[O-] | 0.9 | 13.1% | -2.4% | 3.9% | 0.7% | 42.0% | 46.6% | -5.2% | -31.6%
39 | O=C(COc1ccc(Cl)cc1Cl)NC(=S)N1CCCc2ccccc21 | 1 | -46.7% | -1.5% | -17.0% | -5.8% | -33.0% | 28.6% | -8.4% | 9.4%
40 | CCCCOc1ccc(N(CC(=O)NC2CCCCC2)C(=O)CCC(=O)Nc2ccccn2)cc1 | · | · | 1.0% | · | 10.2% | -36.8% | -3.5% | · | -5.7%
41 | COc1ccc(CN(C)C(C)C(=O)Nc2ccc(S(=O)(=O)N3CCOCC3)cc2)c(OC)c1 (stereo not given) | 1.2 | 13.7% | -9.3% | 6.7% | -3.8% | 3.6% | -16.4% | -1.5% | 18.7%
42 | O=C(Nc1cccc(-c2nnc(-c3ccccc3)o2)c1)C1CCCO1 (stereo not given) | 1.1 | 13.1% | 3.0% | 8.5% | -2.8% | -60.5% | 12.8% | -4.7% | -33.1%
43 | N#CC1=C(SCC(=O)c2ccc(Br)cc2)NC2=C(C(=O)CCC2)C1c1ccco1 (stereo not given) | 1 | -39.3% | 10.3% | -8.1% | 11.3% | -37.8% | -35.5% | -6.5% | -8.5%
44 | O=C1COc2ccc(S(=O)(=O)CCC(=O)N3CCN(c4cccc(Cl)c4)CC3)cc2N1 | · | · | -1.7% | · | -7.3% | -27.4% | -20.1% | · | 13.2%
45 | O=C(CN(c1ccc(F)cc1)S(=O)(=O)c1ccc2c(c1)OCCO2)NCc1ccccn1 | 1.1 | -0.6% | 1.9% | 8.1% | -6.2% | -5.3% | 4.1% | 1.9% | 9.7%
46 | CC1CCCCN1S(=O)(=O)c1ccc(S(=O)(=O)NCCc2ccncc2)cc1 (stereo not given) | 1 | -5.8% | -3.3% | -2.5% | -5.2% | 18.9% | -1.4% | -7.0% | 13.3%
47 | Cc1ccc(NC(=O)COc2ccccc2C(=O)Nc2ccccc2)cc1Cl | 1.3 | 3.8% | 9.1% | 12.0% | 2.2% | -11.3% | -16.2% | -2.0% | -28.0%
48 | CCc1ccccc1N(CC)C(=O)c1cn(C)c(=O)c2cc(OC)c(OC)cc12 | 1.1 | 9.1% | -1.5% | 10.5% | 0.7% | -19.6% | -10.3% | 2.0% | 10.5%
49 | O=C(CNC(=O)c1ccc2c(c1)OCCO2)N/N=C/c1ccc(Cl)cc1 | 1.2 | -5.1% | -3.2% | -7.3% | -3.5% | -8.3% | -18.4% | -2.9% | 19.3%
50 | CCCN1Cc2cccc(C(=O)NC(CC(=O)OCC)c3ccc(OC(C)C)cc3)c2C1=O (stereo not given) | 1.1 | 1.0% | 0.8% | -3.1% | 2.7% | -12.9% | -19.1% | -1.8% | -1.3%
51 | CC(NC(=O)Cn1nc(-c2ccccc2)c2ccccc2c1=O)c1ccccc1 (stereo not given) | 1 | 13.2% | -0.1% | 14.6% | -3.0% | 25.9% | -2.7% | -4.1% | 0.7%
52 | COc1ccc(-n2cnnc2)cc1 | 1 | 1.3% | 7.4% | -12.3% | -6.1% | -30.8% | · | -2.8% | -6.1%
53 | CC(C)OCCCNc1nc2c(-c3ccccc3)nnn2c2ccccc12 | 1.1 | -8.3% | 5.0% | -12.3% | -6.6% | -34.5% | 40.6% | -6.4% | 15.5%
54 | COc1ccccc1CNC(=O)C(=O)NCC1OCCCN1S(=O)(=O)c1ccc(F)cc1C (stereo not given) | · | · | -1.7% | · | -6.4% | 6.7% | -26.1% | · | 0.9%
55 | CC(=O)C1=C(C)NC(=S)NC1c1cc([N+](=O)[O-])ccc1O (stereo not given) | · | · | · | · | 0.1% | -21.8% | -2.3% | · | -12.6%
56 | O=C(Cc1c[nH]c2ccccc12)N1CCN(c2ccccc2)CC1 | 1.1 | -2.8% | 0.1% | -10.2% | 0.9% | -3.1% | -31.6% | -5.1% | 6.7%
57 | Cc1cc([N+](=O)[O-])ccc1NC(=O)CCC(=O)N1CCCCCC1 | · | · | -2.0% | · | -9.0% | -9.9% | -28.1% | · | 6.3%
